Assay outcomes deposited in PubChem by Dana-Farber Cancer Institute and Novartis Institutes for BioMedical Research (Cambridge, Mass).
USP17 block: human USP17-like deubiquitinase inhibition | A8MUK1 | purified USP17, Ub-rhodamine cleavage fluorescence, 3 h | inhibition, % at 50 µM | 47,000 compounds, 6.5% hits | AID 1645855
USP7 block: human USP7 deubiquitinase inhibition. Q93009. purified USP7, Ub-rhodamine cleavage fluorescence. 47,000 compounds, 0.3% hits. inhibition, % at 20 µM
OTUD3 block: human OTUD3 deubiquitinase inhibition | Q5T2D3 | purified OTUD3, Ub-rhodamine fluorescence, 2 h | 47,000 compounds, 0.7% hits | inhibition, % at 25 µM
USP10 block: human USP10 deubiquitinase inhibition; 47,000 compounds, 1.1% hits; purified USP10, Ub-rhodamine fluorescence, 60 min; inhibition, % at 20 µM
USP30 block: human USP30 deubiquitinase inhibition; Q70CQ3; 47,000 compounds, 5.3% hits; purified USP30, Ub-rhodamine cleavage fluorescence; inhibition, % at 25 µM
UCHL1 block: inhibitors of human UCHL1 deubiquitinase | inhibition, % at 20 µM | P09936 | 47,000 compounds, 0.2% hits | purified UCHL1, Ub-rhodamine cleavage fluorescence
USP8 inh: human USP8 deubiquitinase inhibition; purified USP8, Ub-rhodamine cleavage fluorescence, 30 min; inhibition, % at 20 µM; 47,000 compounds, 4.2% hits; AID 1645853
USP28 block: human USP28 deubiquitinase inhibition; Q96RU2; inhibition, % at 25 µM; AID 1645857; purified USP28, Ub-rhodamine cleavage fluorescence, 30 min; 47,000 compounds, 3% hits
Target sequence (Q96RU2 whole entry, looked up): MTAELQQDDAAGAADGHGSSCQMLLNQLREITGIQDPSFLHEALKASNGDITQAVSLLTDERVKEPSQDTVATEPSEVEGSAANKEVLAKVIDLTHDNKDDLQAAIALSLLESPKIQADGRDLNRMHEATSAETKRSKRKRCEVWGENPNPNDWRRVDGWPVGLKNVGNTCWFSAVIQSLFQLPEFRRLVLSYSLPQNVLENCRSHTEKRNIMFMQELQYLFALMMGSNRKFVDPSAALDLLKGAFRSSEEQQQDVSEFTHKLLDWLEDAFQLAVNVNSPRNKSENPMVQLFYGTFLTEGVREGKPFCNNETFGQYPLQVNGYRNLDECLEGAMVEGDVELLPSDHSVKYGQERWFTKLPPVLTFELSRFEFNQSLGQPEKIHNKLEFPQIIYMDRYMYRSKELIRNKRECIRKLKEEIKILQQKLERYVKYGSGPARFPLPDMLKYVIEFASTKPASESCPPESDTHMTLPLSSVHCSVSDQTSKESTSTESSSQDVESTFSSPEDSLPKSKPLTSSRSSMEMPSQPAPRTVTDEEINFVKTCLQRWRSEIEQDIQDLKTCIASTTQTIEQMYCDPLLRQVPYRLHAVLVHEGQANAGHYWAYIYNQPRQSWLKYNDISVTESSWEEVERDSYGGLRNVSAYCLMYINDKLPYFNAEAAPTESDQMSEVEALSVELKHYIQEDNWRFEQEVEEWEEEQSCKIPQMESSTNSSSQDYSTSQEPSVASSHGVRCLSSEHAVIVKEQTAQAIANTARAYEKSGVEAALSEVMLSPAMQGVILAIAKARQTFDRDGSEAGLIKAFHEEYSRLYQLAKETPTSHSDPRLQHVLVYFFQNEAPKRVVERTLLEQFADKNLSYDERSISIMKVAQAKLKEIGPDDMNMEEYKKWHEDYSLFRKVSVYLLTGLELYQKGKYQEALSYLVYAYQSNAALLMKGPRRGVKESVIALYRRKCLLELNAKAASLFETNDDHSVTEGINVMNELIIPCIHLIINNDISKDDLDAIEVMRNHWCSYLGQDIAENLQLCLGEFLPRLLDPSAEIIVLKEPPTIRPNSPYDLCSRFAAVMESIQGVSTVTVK
Active calls of the source: *. Rule as the data show it: active = inhibition above about 30%; inactive = the rest.

Results for NS(=O)(=O)c1ccc(CCNC(=O)CSc2nc3ccccc3c(=O)n2CCC(=O)N2CCN(c3ccccc3)CC2)cc1 ?
USP17 block: 6.1; USP7 block: 6.0; OTUD3 block: 7.0; USP10 block: 8.6; USP30 block: 11.2; UCHL1 block: 4.2; USP8 inh: 20.1; USP28 block: 1.9

How did COc1ccccc1N1CCN(C(=O)[C@H]2[C@@H]3C[C@@H]4[C@H]2C(=O)O[C@@H]4C3)CC1 do in these assays?
USP17 block: -7.8; USP7 block: 4.0; OTUD3 block: -6.8; USP10 block: 1.7; USP30 block: -7.4; UCHL1 block: -0.4; USP8 inh: 1.8; USP28 block: -20.8

How did CC1CCN(S(=O)(=O)c2cn(CC(=O)N(C)Cc3ccccc3)cn2)CC1 do in these assays?
USP17 block: 6.8; USP7 block: 0.2; OTUD3 block: 12.2; USP10 block: -0.6; USP30 block: 20.9; UCHL1 block: 0.3; USP8 inh: 12.2; USP28 block: 12.2

What do the screens show for `Cc1cccc(Nc2nccc(-n3nc(C)cc3C)n2)c1`?
USP17 block: 11.5; USP7 block: 2.1; OTUD3 block: 13.9; USP10 block: 1.9; USP30 block: 29.5; UCHL1 block: 3.9; USP8 inh: 15.1; USP28 block: 13.1

What do the screens show for `CCCCNC(=O)c1ccc2c(=O)n(-c3ccc(C)cc3)c(=O)[nH]c2c1`?
USP17 block: 6.6; USP7 block: 8.8; OTUD3 block: -2.2; USP10 block: 18.9; USP30 block: 13.5; UCHL1 block: 0.3; USP8 inh: 1.4; USP28 block: -10.8

What do the screens show for `O=C(C1CCC1)N1CCCC(c2ccnc(Nc3ccccn3)n2)C1` (stereo not drawn)?
USP17 block: -5.8; USP7 block: 3.1; OTUD3 block: 3.0; USP10 block: 0.0; USP30 block: 3.4; UCHL1 block: 2.4; USP8 inh: 1.1; USP28 block: 14.4

What do the screens show for `O=C1NCCCC12CCN(Cc1ccccc1OCc1cccc(F)c1)CC2`?
USP17 block: 3.3; USP7 block: -54.5; OTUD3 block: 0.7; USP10 block: -2.2; USP30 block: -2.1; UCHL1 block: -0.4; USP8 inh: 0.3; USP28 block: 9.2

How did Cc1ccc(-n2c(=O)c3ccccc3n(Cc3c(F)cccc3Cl)c2=O)cc1 do in these assays?
USP17 block: 61.8*; USP7 block: 2.8; OTUD3 block: 3.3; USP10 block: 3.3; USP30 block: -0.2; UCHL1 block: -0.5; USP8 inh: 13.2; USP28 block: 5.6

How did COc1cccc(N2CCN(C(=O)c3sc4ncccc4c3-n3cccc3)CC2)c1 do in these assays?
USP17 block: 20.0; USP7 block: 7.2; OTUD3 block: 15.3; USP10 block: 8.7; USP30 block: 26.0; UCHL1 block: 5.3; USP8 inh: 0.7; USP28 block: 21.5

Results for COc1cn(CC(=O)NC2CCCC2)c(CN2CCCCC2)cc1=O ?
USP17 block: -0.3; USP7 block: -8.8; OTUD3 block: 0.1; USP10 block: -2.6; USP30 block: 3.1; UCHL1 block: -4.7; USP8 inh: 0.2; USP28 block: -3.4

How did O=C(Cc1cccc2ccccc12)Nc1ccc(N2CCCCC2)cc1 do in these assays?
USP17 block: -3.3; USP7 block: 5.2; OTUD3 block: -4.9; USP10 block: 4.2; USP30 block: -8.4; UCHL1 block: -0.4; USP8 inh: 10.6; USP28 block: -3.2

What do the screens show for `Cc1ccc(C)c(NC(=O)N2C[C@H](c3nc(-c4cccnc4)no3)[C@@H](C)C2)c1`?
USP17 block: 0.0; USP7 block: 2.4; OTUD3 block: 7.6; USP10 block: 2.2; USP30 block: 20.8; UCHL1 block: 2.2; USP8 inh: 9.4; USP28 block: 10.2

How did COc1ccc(CN(C(=O)Cn2nnc(-c3cccc(F)c3)n2)C2CC2)cc1 do in these assays?
USP17 block: -4.3; USP7 block: -4.7; OTUD3 block: -10.9; USP10 block: 0.2; USP30 block: -7.4; UCHL1 block: -3.2; USP8 inh: 6.8; USP28 block: -0.3

Results for Cc1ccc2[nH]c(=O)c(CN(Cc3cccnc3)S(=O)(=O)c3ccccc3)cc2c1 ?
USP17 block: -7.0; USP7 block: 0.0; OTUD3 block: 4.1; USP10 block: 0.0; USP30 block: 9.9; UCHL1 block: -1.0; USP8 inh: 0.2; USP28 block: -4.1

How did COCCN1CC2(CCN(C(=O)c3ccc[nH]3)CC2)COc2ccccc2S1(=O)=O do in these assays?
USP17 block: -9.5; USP7 block: 2.4; OTUD3 block: 4.4; USP10 block: -0.5; USP30 block: 0.0; UCHL1 block: 0.2; USP8 inh: -48.6; USP28 block: 0.8

How did O=S(=O)(Nc1ccc2ccccc2c1)c1ccc2c(c1)OCCCO2 do in these assays?
USP17 block: 19.6; USP7 block: 5.2; OTUD3 block: 5.4; USP10 block: 10.7; USP30 block: 12.1; UCHL1 block: 6.3; USP8 inh: 17.6; USP28 block: 6.3

How did CC(C)(NCc1cc(F)ccc1F)c1nc2c(c(C(N)=O)n1)OCO2 do in these assays?
USP17 block: -5.7; USP7 block: 1.9; OTUD3 block: 4.3; USP10 block: -0.7; USP30 block: 0.3; UCHL1 block: 0.5; USP8 inh: -1.7; USP28 block: 3.9

How did COc1ccc2[nH]c3c(c2c1)CCN1C(=O)N(c2ccccc2C(=O)NCC(C)c2ccccc2)C(=O)[C@]31C (stereo partly drawn) do in these assays?
USP17 block: 9.2; USP7 block: 9.0; OTUD3 block: 6.5; USP10 block: 10.7; USP30 block: 13.7; UCHL1 block: 7.0; USP8 inh: 24.5; USP28 block: 5.0

What do the screens show for `COc1c([C@@H](O)CC(C)C)ccc2c1C(=O)OCc1cc(C)cc(O)c1O2`?
USP17 block: -1.1; USP7 block: -17.3; OTUD3 block: 0.0; USP10 block: -10.9; USP30 block: -21.4; UCHL1 block: -0.6; USP8 inh: -27.5; USP28 block: 0.4

How did OC12CCCCC1C(c1ccc3c(c1)OCO3)NCC2 (stereo not drawn) do in these assays?
USP7 block: 1.5; OTUD3 block: 5.9; USP10 block: 3.0; USP30 block: 1.6; UCHL1 block: -0.1; USP8 inh: -9.0; USP28 block: 2.4

What do the screens show for `CC(=O)NC(Cc1ccccc1F)C(=O)NC1CCN(S(=O)(=O)c2ccccc2)CC1` (stereo not drawn)?
USP17 block: 12.8; USP7 block: 3.3; OTUD3 block: 7.5; USP10 block: 4.0; USP30 block: 7.2; UCHL1 block: 0.4; USP8 inh: 13.5; USP28 block: 8.5

How did COc1cccc(O[C@@H]2C[C@@H](NC(=O)c3cnn(C)c3)[C@H](N3CCCC3)[C@H]2O)c1 do in these assays?
USP17 block: -14.3; USP7 block: -7.6; OTUD3 block: 0.0; USP10 block: -8.3; USP30 block: -31.8; UCHL1 block: -5.9; USP8 inh: -81.0; USP28 block: 0.5

How did COc1ccc(Nc2cc(C(=O)NCCCN(CC(C)C)CC(C)C)c3ccccc3n2)cc1 do in these assays?
USP17 block: 17.4; USP7 block: 9.5; OTUD3 block: 13.6; USP10 block: 3.1; USP30 block: 20.9; UCHL1 block: 1.4; USP8 inh: 22.2; USP28 block: 9.3

What do the screens show for `COc1ccc(C(C)C)cc1S(=O)(=O)Nc1cccc(C)n1`?
USP17 block: 5.7; USP7 block: 6.3; OTUD3 block: 7.0; USP10 block: 0.0; USP30 block: 28.5; UCHL1 block: 5.7; USP8 inh: 13.8; USP28 block: 7.9

Results for COc1cccc(NC(=O)Cn2nc3c4c(C)c(C)sc4ncn3c2=O)c1 ?
USP17 block: 1.5; USP7 block: -5.9; OTUD3 block: -2.0; USP10 block: -0.7; USP30 block: -23.9; UCHL1 block: -3.4; USP8 inh: 5.2; USP28 block: -6.2

Results for Cc1ccccc1N=c1oc2cc(O)ccc2cc1C(=O)NCC1CCCO1 (stereo not drawn) ?
USP17 block: -12.4; USP7 block: -11.0; OTUD3 block: -6.5; USP10 block: -7.8; USP30 block: -80.3; UCHL1 block: -8.2; USP8 inh: 17.8; USP28 block: -8.5

What do the screens show for `Cc1cccc2sc(NC(=O)C3CC(=O)N(c4ccc(F)cc4)C3)nc12` (stereo not drawn)?
USP17 block: -2.4; USP7 block: -88.0; OTUD3 block: -0.3; USP10 block: 0.1; USP30 block: -6.8; UCHL1 block: -0.8; USP8 inh: -5.1; USP28 block: -6.4

Results for COc1ccc(CCNC(=O)Cn2c(=O)n(C3CCCCC3)c(=O)c3ccccc32)cc1OC ?
USP17 block: 9.5; USP7 block: -100.9; OTUD3 block: 7.4; USP10 block: 0.0; USP30 block: 27.6; UCHL1 block: 1.1; USP8 inh: -0.9; USP28 block: 0.1

What do the screens show for `Cc1ccc(N2C(=O)CN(S(C)(=O)=O)CC2(C)C(=O)NC2CCCCC2)c(C)c1` (stereo not drawn)?
USP17 block: 3.5; USP7 block: 4.1; OTUD3 block: 6.7; USP10 block: -0.7; USP30 block: 13.3; UCHL1 block: -0.2; USP8 inh: 15.1; USP28 block: 3.3

How did CN1CC(=O)N(C2CCNC2)Cc2c1ncnc2N1CCCC(O)C1 (stereo not drawn) do in these assays?
USP17 block: -25.6; USP7 block: 1.5; OTUD3 block: 1.1; USP10 block: -5.0; USP30 block: -12.0; UCHL1 block: -3.3; USP8 inh: -190.5; USP28 block: -9.9

What do the screens show for `COCCN1Cc2c(C(=O)Nc3ccccc3)ncn2-c2ccccc2S1(=O)=O`?
USP17 block: -12.1; USP7 block: 4.3; OTUD3 block: 1.0; USP10 block: -0.1; USP30 block: 17.0; UCHL1 block: 5.8; USP8 inh: -20.8; USP28 block: 12.1

Results for COc1cccc(C(=O)[C@H]2[C@]3(C(=O)Nc4ccccc43)[C@@H]3CCCN3[C@@]23C(=O)Nc2ccccc23)c1 ?
USP17 block: 3.9; USP7 block: 6.2; OTUD3 block: 4.6; USP10 block: 11.3; USP30 block: 12.8; UCHL1 block: 3.5; USP8 inh: 18.4; USP28 block: 11.2

Results for Cn1c(=O)n(Cc2cccc(C(F)(F)F)c2)c2cncnc21 ?
USP17 block: -10.3; USP7 block: -12.1; OTUD3 block: -7.1; USP10 block: 0.6; USP30 block: 8.7; UCHL1 block: -1.4; USP8 inh: 2.6; USP28 block: -0.3

Results for Cc1nccc(-c2sc(C3CCN(C(=O)c4ccncc4)CC3)nc2C)n1 ?
USP17 block: -4.8; USP7 block: 3.9; OTUD3 block: -3.8; USP10 block: 7.2; USP30 block: -0.3; UCHL1 block: -0.2; USP8 inh: 2.4; USP28 block: -3.8

What do the screens show for `COc1ccc(-c2nc3cc(C)ccn3c2NC(=O)C2CC2)cc1`?
USP17 block: -31.3; USP7 block: -11.3; OTUD3 block: -7.7; USP10 block: -5.9; USP30 block: -21.7; UCHL1 block: -1.9; USP8 inh: -18.4; USP28 block: -12.9

How did COc1cc(C2NC(=O)NC(C)=C2C(=O)OC2CCCC2)cc(OC)c1OC (stereo not drawn) do in these assays?
USP17 block: -0.7; USP7 block: -0.1; OTUD3 block: 2.5; USP10 block: 1.7; USP30 block: 6.5; UCHL1 block: -0.7; USP8 inh: 7.3; USP28 block: -2.1

How did O=C(c1nnn(-c2ccc(C(F)(F)F)cc2)n1)N1CCC(O)CC1 do in these assays?
USP17 block: -0.9; USP7 block: 2.5; OTUD3 block: -2.8; USP10 block: -1.8; USP30 block: 0.0; UCHL1 block: -1.1; USP8 inh: 13.1; USP28 block: 0.0

How did CC1CCCN(CCCNC(=O)C2CCN(c3nc4ccccc4[nH]3)CC2)C1 (stereo not drawn) do in these assays?
USP17 block: 0.1; USP7 block: 1.6; OTUD3 block: -0.6; USP10 block: -1.4; USP30 block: 9.2; UCHL1 block: -0.5; USP8 inh: -1.3; USP28 block: 3.0

What do the screens show for `COc1ccc2c(ccn2CC(=O)NC(C)CCc2ccccc2)c1` (stereo not drawn)?
USP17 block: 0.5; USP7 block: -6.4; OTUD3 block: 7.1; USP10 block: -3.7; USP30 block: -15.7; UCHL1 block: 0.9; USP8 inh: 5.7; USP28 block: 1.7

An excerpt from above in order of count of non-hydrogen atoms, ascending.
How did O=S(=O)(Nc1ccc2ccccc2c1)c1ccc2c(c1)OCCCO2 do in these assays?
USP17 block: 19.6; USP7 block: 5.2; OTUD3 block: 5.4; USP10 block: 10.7; USP30 block: 12.1; UCHL1 block: 6.3; USP8 inh: 17.6; USP28 block: 6.3

What do the screens show for `Cc1cccc2sc(NC(=O)C3CC(=O)N(c4ccc(F)cc4)C3)nc12` (stereo not drawn)?
USP17 block: -2.4; USP7 block: -88.0; OTUD3 block: -0.3; USP10 block: 0.1; USP30 block: -6.8; UCHL1 block: -0.8; USP8 inh: -5.1; USP28 block: -6.4

How did COc1cccc(O[C@@H]2C[C@@H](NC(=O)c3cnn(C)c3)[C@H](N3CCCC3)[C@H]2O)c1 do in these assays?
USP17 block: -14.3; USP7 block: -7.6; OTUD3 block: 0.0; USP10 block: -8.3; USP30 block: -31.8; UCHL1 block: -5.9; USP8 inh: -81.0; USP28 block: 0.5
